Source: PubChem (several laboratories)
ROMK primary – ROMK potassium channel modulators, primary screen, cell-based, thallium flux, MLSMR library; Tet-inducible ROMK, thallium flux fluorescence; actives lie on both sides; B-score at 10 µM; 130,000 tested, 2% active; AID 1918, 2009;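 active = signal ratio slope over the read window, or its plate-corrected B-score, at least 3 SD from the plate mean, either direction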;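 note: B-score of the F/F0 ratio slope over 7 to 12 s after thallium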
Target sequence (P48048 whole entry, looked up): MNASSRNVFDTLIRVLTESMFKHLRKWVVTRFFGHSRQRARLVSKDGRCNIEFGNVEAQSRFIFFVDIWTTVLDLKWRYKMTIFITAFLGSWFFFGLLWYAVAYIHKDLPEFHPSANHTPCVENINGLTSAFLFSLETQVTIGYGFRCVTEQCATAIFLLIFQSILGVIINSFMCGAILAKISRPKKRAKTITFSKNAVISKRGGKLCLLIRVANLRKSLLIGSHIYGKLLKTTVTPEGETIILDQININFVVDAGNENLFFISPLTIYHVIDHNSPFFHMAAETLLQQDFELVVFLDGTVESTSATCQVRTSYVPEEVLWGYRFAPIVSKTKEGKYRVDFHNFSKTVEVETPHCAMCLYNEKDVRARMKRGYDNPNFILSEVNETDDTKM
TLR4 MyD88 comp – inhibitors of TLR4-MyD88 association in cells, primary screen, cell-based, HeLa CL3-4, BLA complementation, FRET ratio | inhibition, % at 8.4 µM | HeLa CL3-4 TLR4/MyD88 BLA complementation | 200,000 tested, 0.18% active | AID 861, 2007; in the data active = inhibition above about 25%;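 note: 0% = vehicle and 100% = reference inhibitor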
STAT3 blocker – IL-6 driven STAT3 reporter inhibitors, primary screen, U3A cells, luciferase, luminescence, MLSCN library; AID 862, 2007; 190,000 tested, 0.89% active; IL-6 STAT3-luciferase reporter; host cell line lacks STAT1; inhibition, % at 5.5 µM;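 active = inhibition above the mean inhibition across all screened compounds plus 3 SD, cut at about 44% in these data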;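 note: 0% = DMSO only wells and 100% = 100 µM nifuroxazide control wells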
PPARg SRC3 recr – PPARgamma agonists recruiting SRC-3 coactivator, primary screen, biochemical | biochemical PPARgamma/SRC-3 coactivator recruitment assay | 200,000 tested, 0.26% active | activation, % at 8 µM | AID 731, 2007; in the data active = activation above about 23%;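 note: 0% = DMSO and 100% = reference agonist; some compounds past the cut are filed as inactive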
PPARg SRC-2 ag – agonists of PPARg-SRC-2 recruitment, primary screen, biochemical, HTS; activation, % at 8 µM; PPARgamma LBD-SRC-2 recruitment; AID 1032, 2008; 200,000 tested, 0.34% active; in the data active = activation above about 22%;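 note: 0% = vehicle and 100% = reference agonist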
S1P3 antag – S1P3 receptor antagonists, primary screen, cell-based | Sphingosine 1-phosphate receptor 3 (Homo sapiens), Q99500 | CHO S1P3 NFAT-BLA reporter, FRET fluorescence, antagonist mode | inhibition, % at 4.98 µM | 170,000 tested, 0.27% active | AID 485, 2006;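 active = inhibition above the plate cutoff, the mean inhibition of test wells on that plate plus 3 SD, cut at about 28% in these data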;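 note: cells challenged with S1P at its EC80 of 0.8 µM; blue over green emission ratio from cleaved BLA substrate after 4 h stimulation; 0% = S1P-stimulated wells and 100% = unstimulated DMSO-only wells; some compounds past the cut are filed as inactive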
Target sequence (Q99500 whole entry, looked up): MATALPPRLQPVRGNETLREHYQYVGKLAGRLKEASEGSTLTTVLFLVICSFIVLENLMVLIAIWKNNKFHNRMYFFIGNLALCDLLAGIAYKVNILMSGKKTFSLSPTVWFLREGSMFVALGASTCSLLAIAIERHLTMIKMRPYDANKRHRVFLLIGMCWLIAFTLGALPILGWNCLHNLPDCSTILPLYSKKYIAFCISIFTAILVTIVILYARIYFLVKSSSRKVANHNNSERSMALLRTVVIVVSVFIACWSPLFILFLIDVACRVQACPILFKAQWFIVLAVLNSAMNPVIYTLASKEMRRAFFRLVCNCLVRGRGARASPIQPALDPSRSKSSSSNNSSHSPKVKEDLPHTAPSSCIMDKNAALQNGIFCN
RAM network inh – inhibitors of the yeast RAM network, primary screen, dse1pr::URA3 reporter, 5-FOA selection; 190,000 tested, 1.8% active; inhibition, % at 50 µM; S. cerevisiae dse1pr::URA3 reporter, 5-FOA growth OD615, 2 d; analog-sensitive cbk1-as2 kinase mutant strain;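 active = inhibition above a set limit, 3 SD over mean compound inhibition, cut at about 8.4% in these data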;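 note: 0% = DMSO-only wells with no growth and 100% = 10 µM 1-NA-PP1 full growth; inhibition rescues growth on 5-FOA so higher OD means more RAM inhibition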
STAT1 blocker – STAT1 signaling inhibitors, primary screen, cell-based, HTS, luciferase reporter; NIH 3T3 STAT1-luciferase reporter, IFN-gamma, luminescence; inhibition, % at 5.5 µM; 200,000 tested, 0.35% active; AID 920, 2007;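 active = inhibition above a set limit, the mean inhibition across all tested compounds plus 3 SD, cut at about 34% in these data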;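 note: 0% = IFN-gamma with DMSO and 100% = IFN-gamma with 300 µM nifuroxazide; values of inactives mirror those of a sister screen read the other way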
PPARg SRC-1 ag – PPARgamma agonists recruiting SRC-1 coactivator, primary screen, biochemical; activation, % at 8 µM; Peroxisome proliferator-activated receptor gamma (Homo sapiens), P37231; 200,000 tested, 0.41% active; PPARgamma-SRC-1 coactivator recruitment biochemical assay; in the data active = activation above about 19%;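 note: 0% = DMSO and 100% = reference agonist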
TR-FRET SRC-2 ct – TR-FRET signal artefacts, primary screen, artefact control for PPARgamma SRC-2 agonist project, biochemical; TR-FRET artefact counter-screen; stronger effect = higher value; TR-FRET ratio at 8 µM; 200,000 tested, 0.4% active; AID 1049, 2008; in the data active = TR-FRET ratio above about 2000; note: inactives centre near 1500
STAT3 activator – IL-6 driven STAT3 reporter potentiators, primary screen, U3A cells, luciferase, luminescence, MLSCN library. activation (% of control), % at 5.6 µM. 190,000 tested, 0.91% active. IL-6 STAT3-luciferase reporter; 100% = signal with IL-6 EC80 alone;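 active = activation above the screen-wide mean of compound activation plus 3 SD, cut at about 130% in these data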;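 note: 0% = background luminescence of wells with medium and substrate only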
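Material: STAT1-lacking human U3A cells, STAT3 luciferase reporter | Benchmarks: IL-6-only wells as 100% reference | Probe or stimulus: IL-6 (33 ng/mL) | Timing: Compound 1 h, then IL-6 6 h at 37 °C | Detection: Luminescence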
The depositor's hits bear a star; · = not tested or not shown.

SMILES | ROMK primary | TLR4 MyD88 comp | STAT3 blocker | PPARg SRC3 recr | PPARg SRC-2 ag | S1P3 antag | RAM network inh | STAT1 blocker | PPARg SRC-1 ag | TR-FRET SRC-2 ct | STAT3 activator
COc1cc(N/N=C(\C)c2ccc(N)cc2)nc(-c2ccccc2)n1 | 0.53 | -13 | 26 | 1 | 4 | 8 | 1.6 | -8 | 4 | 1659 | 84
Nc1nc(CSc2nnnn2-c2ccc(Cl)cc2)nc(N2CCOCC2)n1 | · | -14 | 7 | 5 | 4 | · | 6.2 | 14 | 7 | 1768 | 97
CCCCNC(=S)N/N=C/c1cc(C)ccc1C | 0.5 | 1 | 15 | 1 | -2 | -13 | 1.2 | -9 | -2 | 1405 | 90
N=c1sccn1CC(=O)NCCc1ccc(Cl)cc1Cl | -0.96 | 13 | -1 | -2 | 2 | · | 2.5 | -2 | 0 | 1545 | 105
Cc1ccc(-n2nc3c(N4CCN(c5ccccc5)CC4)nnc(C)c3c2C)cc1 | 1.1 | 5 | -2 | -9 | -3 | · | · | 4 | -3 | 1352 | 103
C/C(=N\NC(=O)Cn1c(-c2ccccn2)nc2ccccc21)c1cccc(O)c1 | · | 5 | 1 | -5 | -3 | -8 | 1.2 | 9 | 3 | 1528 | 100
O=C(CN(C(=O)c1ccc(Cl)cc1)N1C(=O)C2CCCCC2C1=O)c1ccc(Cl)cc1 (configuration not stated) | · | 10 | 1 | 9 | -5 | · | 3.7 | -4 | 12 | 1538 | 102
COc1ccc(-c2csc(NCc3ccco3)n2)cc1C | · | -15 | 7 | 3 | 16 | -9 | 13* | 5 | 16 | 1630 | 99
CC(NC(=O)COc1ccc(-c2nnco2)cc1)c1ccc(Cl)cc1Cl (configuration not stated) | · | 3 | 4 | -2 | -3 | 24 | 3.7 | 1 | 1 | 1711 | 96
CN(C)c1ccc(-c2nnn(CC(=O)N3c4ccccc4CCc4ccccc43)n2)cc1 | · | -7 | 9 | 13 | -3 | 0 | 5.2 | -4 | 4 | 1587 | 102
COC(=O)c1ccc(CNC(=O)COc2ccccc2Br)o1 | · | -4 | -1 | 15 | 11 | -4 | -0.7 | 3 | 2 | 1677 | 104
Clc1ccc(Cl)c(OCCN2CCOCC2)c1 | -0.034 | 0 | 4 | 6 | 6 | 0 | -0.5 | 1 | 0 | 1401 | 99
CCCN(Cc1ccccc1)C(=S)Nc1cccc(C)c1C | -1 | 10 | -3 | -2 | 4 | -6 | 2.3 | 27 | 2 | 1475 | 109
Cc1ccc(S(=O)(=O)NCC(c2cccnc2)N2CCOCC2)cc1 (configuration not stated) | 1.4 | -14 | 6 | 7 | 0 | -11 | 2.8 | -5 | 2 | 1766 | 105
CCN(CC)C(=O)c1cc(-c2ccc(Br)cc2)on1 | 0.044 | -4 | 12 | 7 | 6 | -13 | -1.3 | -52 | -3 | 1580 | 90
COc1ccc2occ(C(=O)c3ccc(N=C(C)N(C)C)cc3)c2c1 | -1.1 | -8 | 6 | 5 | -3 | · | 0.9 | -28 | 3 | 1531 | 95
CC(=O)Nc1cc(C(F)(F)F)ccc1OCC1CCCO1 (configuration not stated) | -0.45 | 7 | 5 | -9 | -15 | · | 0.0 | 9 | -8 | 1543 | 100
CCOC(=O)N1CCC(N2Cc3cccc(C(=O)N4CC(C)CC(C)C4)c3C2=O)CC1 (configuration not stated) | -2.4 | -5 | 4 | -2 | 5 | -10 | -0.4 | -2 | 6 | 1565 | 104
Cc1cc(-c2nc3ncccc3o2)ccc1NC(=S)NC(=O)C(C)C | 0.67 | 16 | 16 | 5 | 3 | -19 | 3.8 | -5 | 12 | 1657 | 92
CCn1cnc2cc(NS(=O)(=O)c3ccc(C)cc3)ccc21 | -0.33 | -8 | 3 | 0 | 9 | · | 1.8 | 9 | 3 | 1601 | 102
O=C(Nc1ccccc1C(=O)N1CCCC1)C1CCN(c2ncccn2)CC1 | 0.58 | 0 | 10 | 1 | 1 | 7 | 1.1 | -1 | 5 | 1705 | 95
Cc1cc(C(=O)N/N=C2\CCCC(=O)C2)c(C)n1-c1ccccc1 | · | 15 | -7 | 4 | 2 | -3 | -0.8 | -31 | -3 | 1444 | 102
O=C(c1ccccc1)c1nn(-c2ccccc2)c2nnc(Cc3ccccc3)c(=O)n12 | -0.67 | -6 | -8 | 7 | 14 | · | 3.5 | 2 | 6 | 2100* | 109
C/C(=N/OC(=O)c1ccc(C)cc1)c1ccc(N2C(=O)C3CCCCC3C2=O)cc1 (configuration not stated) | · | 5 | 4 | 1 | 1 | · | 2.7 | -6 | -4 | 1442 | 107
COC(=O)CCN(C(=O)c1cccc(OC(C)=O)c1)c1ccccn1 | · | 12 | 8 | 6 | 1 | · | 0.7 | -4 | -3 | 1631 | 99
Next part
SMILES | ROMK primary | TLR4 MyD88 comp | STAT3 blocker | PPARg SRC3 recr | PPARg SRC-2 ag | S1P3 antag | RAM network inh | STAT1 blocker | PPARg SRC-1 ag | TR-FRET SRC-2 ct | STAT3 activator
COc1ccc(N2CCN(S(=O)(=O)c3ccc4c(c3)OCCO4)CC2)cc1 | 0.51 | 6 | -6 | 1 | 2 | 4 | 0.2 | 1 | 8 | 1471 | 107
CCOC(=O)N1CCC(NC(=O)c2cc3c(=O)n(C)c4ccccc4c3n2C)CC1 | · | -1 | 20 | 4 | 0 | -2 | 5.6 | 5 | 8 | 1737 | 88
COc1ccc(S(=O)(=O)N(C(C)=O)c2ccc3oc(=O)sc3c2)cc1 | 0.48 | -8 | 3 | 6 | 0 | -33 | 1.3 | 5 | 7 | 1456 | 104
N#Cc1ccccc1Sc1ccccc1C(=O)OCC(=O)NC1CCCCC1 | 0.48 | 10 | 4 | -1 | 0 | -9 | 1.1 | -9 | -6 | 1430 | 105
CCCCNC(=O)Nc1ccon1 | 1.4 | 2 | 1 | 8 | 2 | -16 | 0.8 | 3 | 6 | 1506 | 107
CCN(CC(=O)NC(C)C)C(=O)c1ccc(S(=O)(=O)N(C)c2ccccc2OC)cc1 | · | 11 | 9 | 0 | 1 | -14 | 0.3 | -3 | 3 | 1560 | 96
Cc1ccnc(N2CCCC(C(=O)Nc3cc(F)ccc3C)C2)n1 (configuration not stated) | · | -5 | 10 | -1 | 7 | -6 | 0.2 | -4 | -3 | 1520 | 94
O=C(CCC(=O)N1CCCC1)Nc1nnc(C2CCCCC2)s1 | 0.23 | -2 | 2 | -4 | 2 | -1 | 0.0 | 7 | 2 | 1642 | 101
COc1ccc(N2CCN(C(=O)C3CCN(S(=O)(=O)c4ccccc4)CC3)CC2)cc1 | · | 7 | -2 | 2 | 2 | -8 | 1.7 | 3 | 8 | 1642 | 106
O=C(CSc1nnc(Cn2c(=O)sc3ccccc32)n1CCc1ccccc1)N1CCCC1 | · | -3 | 12 | 1 | 8 | 10 | -0.5 | 17 | 4 | 1720 | 90
Cn1ncc([N+](=O)[O-])c1C(=O)N1CCOCC1 | 0.51 | -4 | 5 | -8 | -1 | · | 1.8 | -2 | 4 | 1511 | 100
CN(Cc1nc(-c2ccccn2)no1)S(=O)(=O)c1ccccc1 | · | -7 | -16 | -1 | -3 | -3 | 0.5 | -5 | -6 | 1468 | 117
COc1ccc(/C=C/C(=O)Nc2ccc(N3CCOCC3)cc2)cc1 | · | -11 | 8 | 1 | -4 | 0 | 2.1 | 24 | 3 | 1608 | 98
CC(C)CCNC(=O)CCc1nnc(COc2ccccc2)o1 | 0.94 | 1 | 8 | -1 | 4 | 7 | -0.1 | 13 | 0 | 1778 | 98
CCOc1cccc(C(=O)Nc2cccc(-c3nnc(-c4ccc(C)cc4)o3)c2)c1 | · | -8 | 9 | -4 | 3 | -22 | 0.8 | 0 | 2 | 1535 | 96
O=C(Cc1nn[nH]n1)c1ccccc1O | 0.0028 | 7 | 3 | -1 | -4 | -1 | 2.4 | -5 | 6 | 1429 | 100
Cc1cc(C(=O)NCc2ccco2)c2ccccc2n1 | -1.1 | -10 | 0 | -3 | -4 | -1 | 0.7 | -5 | -1 | 1521 | 104
COc1ccccc1-c1nc(C#N)c(N2CCCCCC2)o1 | -1.4 | 6 | 4 | -5 | 5 | · | 3.8 | -4 | 1 | 1454 | 101
O=C(Nc1ccc(Cl)cc1)c1cnc(-c2ccccc2)nc1-c1ccccc1 | -0.023 | 0 | 13 | 13 | 0 | · | 3.0 | 10 | -2 | 1456 | 95
Cc1cnc(SCCc2ccncc2)nc1C | 0.0057 | 1 | 5 | -2 | -3 | 17 | 0.1 | 5 | -2 | 1417 | 100
O=C(CSc1cccc2cccc(Cl)c12)NCc1cccs1 | 0.5 | 1 | 6 | 2 | 0 | 2 | 1.0 | -8 | 2 | 1566 | 95
CCn1nnc(NC(=O)c2ccc(-c3ccccc3[N+](=O)[O-])o2)n1 | -0.12 | 1 | 4 | 0 | -2 | 0 | -0.6 | -25 | 5 | 1600 | 99
CCCn1c(=O)c(C(=O)NCC2CCCO2)c(O)c2ccccc21 (configuration not stated) | -1.8 | 4 | 12 | 4 | 12 | 7 | 2.1 | -4 | 9 | 1928 | 94
Cc1cc(C)n(CCc2nc(-c3cc4ccccc4o3)cs2)n1 | · | 0 | 18 | -2 | 11 | 17 | 4.5 | -4 | 3 | 1740 | 89
CCn1c(SCC(=O)c2cc(OC)ccc2OC)nnc1C1CC1 | -0.23 | -5 | 10 | 3 | -1 | -46 | · | -4 | 4 | 1609 | 98
COc1ccc(C2(c3ccc(O)cc3O)CC(c3ccccc3Cl)NC(=S)N2)cc1 (configuration not stated) | · | -11 | 9 | 6 | 12 | 14 | 1.3 | -11 | 14 | 1599 | 98
Cc1ccc(OCc2ccc(C#N)cc2)c(C(=O)c2cc(C#N)c(=O)n(C3CC3)c2)c1 | · | -17 | -7 | -1 | -2 | -17 | 1.5 | -9 | 3 | 1434 | 111
O=C(/C=C/c1ccccc1)c1ccc2c(c1)OCCCCO2 | · | 24 | -10 | 4 | 0 | · | 1.3 | -44 | 0 | 1489 | 112
O=C(CC1SC(=NCC2CCCO2)NC1=O)Nc1cccc2ccccc12 (configuration not stated) | 0.3 | 6 | -1 | 6 | -1 | 5 | 1.8 | 4 | 0 | 1620 | 101
